GPR55 activation = GPR55 agonists via beta-arrestin recruitment, primary screen, imaging, U2OS cells, beta-arrestin-GFP redistribution (AID 1961); U2OS GPR55 beta-arrestin-GFP redistribution imaging; higher % means a stronger effect; one-dose activation, % at 10 µM; EC50 in µM for titrated hits; 0.048% of 290,000 active;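 active means activation above 40% with more than 50 cells counted in the well; inconclusive means wells holding fewer than 50 cells, flagged as toxic or sparse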;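 further: U2OS osteosarcoma cells stably expressing GPR55 and beta-arrestin-GFP; plate controls were DMSO negative control for no effect and LPI positive control for full effect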
GPR55 antagonists = inhibition of LPI-stimulated GPR55 beta-arrestin translocation – imaging, U2OS, beta-arrestin-GFP, LPI agonist, primary screen (AID 2013) | 0.13% of 290,000 active | one-dose inhibition, % at 10 µM; IC50 in µM for titrated hits | U2OS GPR55 beta-arrestin-GFP translocation imaging, LPI antagonism; higher % means a stronger effect;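 active means spots per cell inhibited over 60%, with over 100 cells counted and total cytoplasm intensity under 500,000; inconclusive means wells with under 100 cells, flagged as likely toxic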;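 further: U2OS cells stably carrying GPR55 and arrestin-GFP stimulated by 5 µM LPI near EC80; imaged beta-arrestin-GFP aggregate spots per cell after agonist stimulation; plate controls were LPI-stimulated DMSO wells for no effect and DMSO wells without LPI for full effect; some results filed as inactive read as strong as hits; confirmed hits need IC50 under 10 µM and bright autofluorescent wells are also inconclusive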
West Nile antiviral = West Nile virus antiviral activity, cell-based, CPE readout (AID 1621); West Nile virus-infected cells, CPE inhibition; higher % means a stronger effect; CPE inhibition, % at 10 µM; hits with a dose series show IC50 in µM; 0.02% of 290,000 active; in the data active means a potency from the dose series; inconclusive means CPE inhibition mostly from about 3.7% at the one dose, without a potency; inactive means the rest, 99 in 100 with CPE inhibition below about 2.2%; further: strong numbers were not always called active
KOR beta-arrestin-1 = KOR antagonists, beta-arrestin recruitment, cell-based, luminescence, uHTS (AID 1778); KOR beta-arrestin recruitment, luminescence, antagonist mode; higher % means a stronger effect; inhibition, % at 10 µM, or IC50 in µM where a hit was titrated; 0.091% of 290,000 active; in the data active means inhibition above about 50%; further: strong numbers were not always called active
NTR1 agonist = NTR1-driven beta-arrestin-GFP spot formation – imaging, U2OS cells, high content, primary screen (AID 493036); activation, % at 20 µM; 0.17% of 330,000 active; P30989; agonist mode;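 active means activation at or above 40% of the spot to cytoplasm intensity ratio, with at least 20 cells analyzed; inconclusive means wells under 20 cells, flagged as cytotoxic or low count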;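 further: 0% = DMSO without peptide and 100% = 100 nM NTR1 peptide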
Target sequence (P30989 whole entry, looked up): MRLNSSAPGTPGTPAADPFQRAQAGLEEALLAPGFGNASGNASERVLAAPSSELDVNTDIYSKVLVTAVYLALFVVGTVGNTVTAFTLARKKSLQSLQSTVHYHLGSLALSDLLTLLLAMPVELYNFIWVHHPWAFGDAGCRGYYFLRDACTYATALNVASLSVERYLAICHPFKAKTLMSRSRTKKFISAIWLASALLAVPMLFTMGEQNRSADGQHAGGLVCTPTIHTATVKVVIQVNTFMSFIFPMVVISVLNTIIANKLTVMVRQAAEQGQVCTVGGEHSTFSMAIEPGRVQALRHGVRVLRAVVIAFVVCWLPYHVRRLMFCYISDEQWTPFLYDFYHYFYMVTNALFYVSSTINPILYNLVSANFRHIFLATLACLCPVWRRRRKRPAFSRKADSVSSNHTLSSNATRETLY
Salmonella PhoP GFP = PhoP-dependent GFP reporter repression – Salmonella Typhimurium, primary screen (AID 1863). 0.16% of 300,000 active. S. Typhimurium PhoP-regulated promoter GFP reporter, 4 h; higher % means a stronger effect. inhibition, % at 50 µM, or IC50 in µM where a hit was titrated;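 active means inhibition over 29.93%, a cutoff 3 SD above the screen mean, later confirmed by dose response; inconclusive means inhibition over 29.93% but no dose response follow-up; inactive means inhibition at most 29.93% or unconfirmed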;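 further: 0% = low Mg2+ inducing control and 100% = high Mg2+ repressing control; strong numbers were not always called active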
GPR35 antagonists = inhibition of zaprinast-stimulated GPR35 beta-arrestin translocation – imaging, U2OS, beta-arrestin-GFP, zaprinast agonist, primary screen (AID 2058); U2OS GPR35 beta-arrestin-GFP translocation imaging, zaprinast antagonism; higher % means a stronger effect; one-dose inhibition, % at 10 µM; IC50 in µM for titrated hits; 0.052% of 290,000 active;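 active means inhibition of at least 50% with at least 30 cells and total cytoplasm GFP at most 10,000,000; inconclusive means under 30 cells or total GFP of 10,000,000 plus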
T cell HTS = modulates CD8 T cell binding to vesicles | 2C CD8+ T cell-vesicle binding, flow cytometry; active compounds read low | calls only at 7 µM | 0.068% of 330,000 active | AID 2052;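 active means response, share of CD8 T cells binding vesicles, and their 90th percentile fluorescence all below set limits, cut at about 80% in these data, passing the limit was not always enough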
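Incubation: binding step 1.5 h, 37 °C, antibody labelling 20 min, ice; system: murine 2C transgenic CD8+ T lymphocytes; technique: cytometric PE anti-B7-1 and Alexa647 anti-CD8 signals after 1% paraformaldehyde fixation; also added: QL9-charged Drosophila Ld/ICAM-1/B7-1 vesicles; control set: naked versus QL9-loaded vesicles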
KOR beta-arrestin-2 = kappa opioid receptor activators – cell-based, luminescence, uHTS, primary screen (AID 1777); KOR beta-arrestin recruitment, luminescence; higher % means a stronger effect; one-dose activation, % at 10 µM; EC50 in µM for titrated hits; 0.02% of 280,000 active; in the data active means activation above about 50%, passing the limit was not always enough; further: a part of the inactive calls stands beside numbers as strong as those of hits
T cell HTS vesicle-bound % = second read-out of T cell HTS, no call of its own (marks repeat the call); double positive events, %; measured here: CD8+ vesicle-bound cell fraction;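 binding gate set so that unloaded-vesicle control wells show 10% double positive cells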
NTR1 agonist cell count 20 µM = second read-out of NTR1 agonist, no call of its own (marks repeat the call); cell count; measured here: cell count, cytotoxicity flag
Starred values were filed as active, the others as inactive; i = inactive; ? = inconclusive; nt = no result given; [ ] = another dose, or the depositor's remark.

SMILES	GPR55 activation	GPR55 antagonists	West Nile antiviral	KOR beta-arrestin-1	NTR1 agonist	NTR1 agonist cell count 20 µM	Salmonella PhoP GFP	GPR35 antagonists	T cell HTS	T cell HTS vesicle-bound %	KOR beta-arrestin-2
CCOC(=O)c1[nH]c(C)c(C(=O)Nc2ccc(C)c(F)c2)c1C	-0.1%	-9.4%	0.1%	17.4%	5.7	56	12.9%	8.7%	i	47.5	-1.4%
Cc1cc(C)nc(SCC(=O)Nc2ccc(N3CCOCC3)cc2)n1	0.5%	10.8%	-0.4%	17.1%	1.9	59	2.6%	3.9%	i	34.4	-0.8%
Cc1ccc(C(=O)c2ccccc2C(=O)O)c(O)c1	0.2%	7.7%	0.3%	9.9%	-0.8	66	31.9%	3.8%	i	42.1	1.0%
CN(CCS(=O)(=O)c1ccc(Cl)cc1)Cc1cccnc1	0.0%	12.9%	0.1%	19.1%	3.7	42	3.1%	9.8%	i	21.4	1.8%
COc1cccc(-c2cc(C(=O)Nc3c(C)nn(Cc4ccccc4C)c3C)no2)c1	-0.1%	25.1%	?	-3.6%	-1.4	50	-3.8%	16.1%	i	11.0	-1.2%
Cc1ccc(NC(=O)COC(=O)c2ccc(F)cc2Cl)c(Br)c1	-0.2%	-7.4%	0.2%	4.6%	2.6	54	0.8%	-0.5%	i	39.1	-0.3%
COc1cc(NS(=O)(=O)c2ccc(NC(=S)NC(=O)c3ccco3)cc2)nc(OC)n1	0.7%	8.2%	0.1%	32.3%	-0.1	55	19.1%	13.0%	i	8.1	-0.6%
Cc1cccc(C(=O)Nc2ccc(C)c(OC(=O)c3cccc(C)c3)c2)c1	0.3%	0.2%	-0.9%	-15.4%	nt	nt	-4.4%	-15.1%	nt	nt	1.5%
C=CCc1ccccc1OCC(O)CNC(C)C (stereo unspecified)	0.2%	12.8%	0.5%	-5.4%	-2.4	46	-1.5%	3.8%	i	26.7	-3.3%
COc1ccc(C(=O)OCCN2C(=O)c3ccccc3C2=O)cc1	0.2%	-0.1%	0.9%	8.2%	0.3	43	-9.5%	-1.3%	i	35.2	-6.6%
CN(C(=O)c1cccc(C#N)c1)c1nnc(-c2ccccn2)s1	-0.1%	10.8%	1.8%	-31.8%	1.2	61	-4.2%	11.5%	i	36.9	nt
Cc1ccc(-c2noc(-c3c(C)noc3C)n2)cc1	0.9%	2.1%	0.0%	-14.0%	-0.1	59	-10.7%	7.0%	i	55.4	5.9%

Sorted by molecular weight (rising): part of the list above.
SMILES	GPR55 activation	GPR55 antagonists	West Nile antiviral	KOR beta-arrestin-1	NTR1 agonist	NTR1 agonist cell count 20 µM	Salmonella PhoP GFP	GPR35 antagonists	T cell HTS	T cell HTS vesicle-bound %	KOR beta-arrestin-2
C=CCc1ccccc1OCC(O)CNC(C)C (stereo unspecified)	0.2%	12.8%	0.5%	-5.4%	-2.4	46	-1.5%	3.8%	i	26.7	-3.3%
Cc1ccc(C(=O)c2ccccc2C(=O)O)c(O)c1	0.2%	7.7%	0.3%	9.9%	-0.8	66	31.9%	3.8%	i	42.1	1.0%
CCOC(=O)c1[nH]c(C)c(C(=O)Nc2ccc(C)c(F)c2)c1C	-0.1%	-9.4%	0.1%	17.4%	5.7	56	12.9%	8.7%	i	47.5	-1.4%
CN(C(=O)c1cccc(C#N)c1)c1nnc(-c2ccccn2)s1	-0.1%	10.8%	1.8%	-31.8%	1.2	61	-4.2%	11.5%	i	36.9	nt
CN(CCS(=O)(=O)c1ccc(Cl)cc1)Cc1cccnc1	0.0%	12.9%	0.1%	19.1%	3.7	42	3.1%	9.8%	i	21.4	1.8%
Cc1cccc(C(=O)Nc2ccc(C)c(OC(=O)c3cccc(C)c3)c2)c1	0.3%	0.2%	-0.9%	-15.4%	nt	nt	-4.4%	-15.1%	nt	nt	1.5%
Cc1ccc(NC(=O)COC(=O)c2ccc(F)cc2Cl)c(Br)c1	-0.2%	-7.4%	0.2%	4.6%	2.6	54	0.8%	-0.5%	i	39.1	-0.3%
COc1cccc(-c2cc(C(=O)Nc3c(C)nn(Cc4ccccc4C)c3C)no2)c1	-0.1%	25.1%	?	-3.6%	-1.4	50	-3.8%	16.1%	i	11.0	-1.2%
COc1cc(NS(=O)(=O)c2ccc(NC(=S)NC(=O)c3ccco3)cc2)nc(OC)n1	0.7%	8.2%	0.1%	32.3%	-0.1	55	19.1%	13.0%	i	8.1	-0.6%

New compounds follow:
SMILES	GPR55 activation	GPR55 antagonists	West Nile antiviral	KOR beta-arrestin-1	NTR1 agonist	NTR1 agonist cell count 20 µM	Salmonella PhoP GFP	GPR35 antagonists	T cell HTS	T cell HTS vesicle-bound %	KOR beta-arrestin-2
CN(C)CCn1cnc2c1c(=O)[nH]c(=O)n2Cc1ccccc1	-0.1%	11.9%	-0.4%	nt	-0.9	68	2.7%	0.3%	i	19.4	nt
Cc1[nH]c2ccc3ncccc3c2c1C	-0.4%	7.6%	0.9%	nt	2.7	60	26.0%	11.5%	i	18.9	-2.2%
Cc1ccc(-c2cc(C(=O)N/N=C/c3c(C)nn(-c4ccccc4)c3C)[nH]n2)cc1	-0.4%	-23.5%	nt	-105.5%	nt	nt	3.8%	-10.8%	nt	nt	5.0%
CCn1c(C)[n+](CCOC(C)=O)c2cc(Cl)c(Cl)cc21	0.1%	10.7%	0.2%	-10.0%[20 µM]	3.1	47	-1.0%	-3.9%	i	39.2	1.1%
O=C(N/C(=C\c1ccc(F)cc1)C(=O)N1CCCCCC1)c1ccccc1	0.6%	7.7%	-0.4%	5.6%	1.0	63	4.3%	13.2%	i	16.8	-1.5%
Cc1oc2ccc(OC(=O)COc3c(F)c(F)c(F)c(F)c3F)cc2c1C(=O)OC(C)C	0.1%	-0.4%	-1.1%	2.1%	1.4	86	-3.5%	6.9%	i	52.1	1.0%
CCc1nc(SCC(=O)OC)c2c3c(sc2n1)COC(C)(C)C3	0.5%	-7.9%	-0.1%	18.6%	5.2	96	8.8%	-17.1%	i	34.4	-2.6%
Cc1ccc(NC(=O)CCS(=O)(=O)c2cccc3nonc23)c(Br)c1	-0.2%	4.8%	-0.9%	7.0%	-0.5	55	-0.2%	16.5%	i	42.3	-1.2%
Cc1nnc(SC(C)C(=O)Nc2ccc3ccccc3c2)[nH]c1=O (stereo unspecified)	0.2%	4.8%	0.2%	-22.8%	-1.5	52	-3.7%	-6.9%	i	27.1	4.5%
CCc1ccc2[nH]c3nc(C)cc(C)c3c(=O)c2c1	-0.6%	7.0%	-0.9%	36.4%	-0.3	39	-0.8%	9.4%	i	35.7	1.9%
CCOC(=O)CN1CC23C=CC(O2)C(C(=O)NC2CCCC2)C3C1=O (stereo unspecified)	0.2%	-7.8%	0.0%	8.0%	-2.6	50	-2.1%	-17.0%	i	30.1	-1.5%
COC(=O)C(NC(=O)c1ccccc1)=C1CCCCC1	-0.2%	0.7%	-0.2%	-9.2%	-0.2	49	6.3%	7.8%	i	32.1	0.3%
Cc1nc(C)n(CC(O)COc2ccc3cc(Br)ccc3c2)n1 (stereo unspecified)	0.0%	-10.9%	-0.3%	15.7%	-0.7	60	8.1%	9.2%	i	30.8	-4.7%
Cc1cc(N)n2nc(-c3ccccc3)c(-c3ccccc3)c2n1	-0.2%	2.35µM*	-0.1%	7.1%	1.1	72	7.5%	12.8%	i	43.6	-3.1%
C1CCN(c2nc3nonc3nc2N2CCCCC2)CC1	-0.2%	5.0%	0.5%	11.2%	0.5	46	4.9%	-4.1%	i	18.1	1.3%
CCOc1ccc(OCCOCCN2CCOCC2)cc1	-0.1%	9.3%	-0.1%	-19.6%	-1.0	54	16.8%	1.1%	i	51.2	-2.7%
Cc1cc2n(n1)C(c1sccc1C)Nc1ccccc1-2 (stereo unspecified)	0.1%	1.7%	-0.7%	-3.7%	4.5	85	0.4%	-11.4%	i	26.4	nt
COc1ccccc1C1C(C(N)=O)=C(C)Nc2nc(-c3ccc(Cl)cc3)nn21 (stereo unspecified)	0.6%	8.6%	-0.3%	-1.8%	2.2	65	3.9%	8.9%	i	54.3	1.0%
Cn1c(=O)c2c(nc(SCCN3CCCCC3)n2Cc2ccc(Cl)cc2)n(C)c1=O	0.0%	9.1%	0.4%	11.4%	1.7	47	-0.1%	-16.8%	i	46.9	-3.7%
COc1ccc(-c2c(C(=O)O)c(C(=O)O)c3n2CCC3)cc1	0.0%	0.8%	-0.7%	-4.9%	2.2	87	11.9%	2.2%	i	59.4	-1.2%
CCOC(=O)c1c(NC(=O)c2ccco2)sc2c1CCCCC2	-0.2%	-5.3%	1.7%	22.6%	14.6	49	1.4%	-9.0%	i	64.3	-3.0%
Cc1nc(-c2cccc(S(=O)(=O)N3CCOCC3)c2)cs1	-0.3%	-5.1%	-0.6%	-7.7%	0.1	40	1.6%	4.5%	nt	nt	-5.1%
O=C1CSC(c2ccc([N+](=O)[O-])cc2)N1c1ccc(O)cc1 (stereo unspecified)	-0.1%	3.5%	-0.9%	4.0%	4.3	92	1.4%	5.6%	i	53.2	-3.1%
CCCc1nc(-c2cc3cc(C)ccc3[nH]c2=O)no1	-0.2%	7.1%	-0.3%	22.4%	1.3	67	0.1%	-8.7%	i	43.4	6.2%
O=C(N/N=C/c1ccccc1F)c1ccc(COc2ccccc2Cl)o1	0.1%	1.2%	-0.7%	-48.9%	3.2	71	-3.2%	6.9%	i	44.1	-3.0%
O=C(CCNC(=O)c1ccccc1)Nc1cccnc1	-0.2%	-1.8%	0.1%	-7.1%	-1.3	57	5.7%	4.8%	i	45.4	-3.6%
Cc1ccc(OCC(=O)NNC(=O)c2ccoc2C)c(Br)c1	0.9%	5.1%	0.1%	8.2%	-0.9	62	-1.1%	9.2%	i	27.8	11.9%
C=CCNC(=S)NNC(=O)c1ccc([N+](=O)[O-])cc1	1.0%	10.6%	0.3%	-10.5%	0.1	52	-1.1%	-5.0%	i	19.2	-6.3%

Assay outcomes as filed in PubChem BioAssay.
